APJ antagonist = APJ receptor antagonism; CHO-K1 APJ beta-arrestin complementation, luminescence; 330,000 tested, 0.32% active; inhibition, % at 20 µM; P35414;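 active means inhibition above about 40% at 20 µM, limit read from the data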;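 further: cells challenged with 10 nM apelin-13 agonist together with compound; plate controls were apelin-13 plus DMSO wells for no effect and DMSO wells lacking apelin-13 for full effect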
Target sequence (P35414 whole entry, looked up): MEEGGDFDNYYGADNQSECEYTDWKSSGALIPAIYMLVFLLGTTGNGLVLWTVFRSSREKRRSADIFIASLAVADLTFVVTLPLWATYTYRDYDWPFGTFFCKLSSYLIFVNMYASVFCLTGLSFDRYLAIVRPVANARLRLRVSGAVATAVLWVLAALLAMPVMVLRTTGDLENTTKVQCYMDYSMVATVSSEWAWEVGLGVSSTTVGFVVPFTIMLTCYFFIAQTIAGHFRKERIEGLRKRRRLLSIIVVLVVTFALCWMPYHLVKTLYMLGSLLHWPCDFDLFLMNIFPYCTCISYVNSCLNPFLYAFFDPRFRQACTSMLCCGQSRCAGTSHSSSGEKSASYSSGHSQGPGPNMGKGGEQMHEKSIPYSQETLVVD
Jurkat NFkB inh = lowers PMA/ionomycin-induced NF-kB signal in Jurkat cells; 330,000 tested, 0.53% active; PMA/ionomycin-induced NF-kB luciferase reporter, luminescence; inhibition, % at 4 µM; in the data active means inhibition above about 50%
CCR6 antagonist = blocks CCL20-driven beta-arrestin recruitment at human CCR6; P51684; CHO-K1 CCR6 PathHunter beta-arrestin, luminescence, CCL20-stimulated; inhibition, % at 20 µM; 340,000 tested, 0.49% active; AID 493098;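 active means compounds whose inhibition of the agonist-driven luminescence signal at 20 µM reaches about 50%, limit read from the data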;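 further: cells stimulated with CCL20 at 14 nM final; plate controls were DMSO with CCL20 for no effect and DMSO without agonist for full effect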
Target sequence (P51684 whole entry, looked up): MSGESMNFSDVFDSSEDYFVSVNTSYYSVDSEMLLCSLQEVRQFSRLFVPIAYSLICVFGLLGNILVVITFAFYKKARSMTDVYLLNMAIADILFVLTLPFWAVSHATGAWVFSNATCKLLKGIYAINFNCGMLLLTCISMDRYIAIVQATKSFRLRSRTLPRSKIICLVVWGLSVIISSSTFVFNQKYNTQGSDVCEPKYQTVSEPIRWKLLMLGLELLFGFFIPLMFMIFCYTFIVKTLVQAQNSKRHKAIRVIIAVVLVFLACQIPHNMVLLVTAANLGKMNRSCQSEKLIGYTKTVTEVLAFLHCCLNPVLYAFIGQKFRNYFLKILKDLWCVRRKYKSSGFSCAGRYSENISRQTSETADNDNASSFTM
UBC13 polyUb = blocks human UBC13 polyubiquitin chain formation; TR-FRET; 330,000 tested, 0.47% active; inhibition, % at 20 µM; AID 485273; in the data active means inhibition above about 45%, passing the limit was not always enough
Target sequence (P61088 whole entry, looked up): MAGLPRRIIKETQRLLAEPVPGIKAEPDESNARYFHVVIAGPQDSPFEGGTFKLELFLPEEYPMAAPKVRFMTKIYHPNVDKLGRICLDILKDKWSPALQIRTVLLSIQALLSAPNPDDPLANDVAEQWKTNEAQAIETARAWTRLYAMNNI
697 NFkB inh = inhibitors of the PMA/ionomycin-induced NF-kB reporter in 697 B cells; 697 B-cell NF-kB luciferase reporter, 16 h; inhibition, % at 4 µM; AID 435022; 330,000 tested, 0.33% active; in the data active means inhibition above about 35%
Gli-Sufu antag = antagonists of Gli-Sufu signaling. inhibition, % at 5 µM. Sufu-KO-LIGHT fibroblasts, Gli luciferase reporter luminescence. 340,000 tested, 0.74% active;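 active means inhibition above about 55%, limit read from the data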;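 further: 0% = DMSO-treated cells and 100% = wells with medium but no cells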
CXCR6 inh = CXCR6 (human) receptor inhibition; CHO-K1 PathHunter CXCR6 beta-arrestin, luminescence; AID 602244; inhibition, % at 20 µM; 360,000 tested, 0.36% active; O00574; in the data active means inhibition above about 34%, passing the limit was not always enough;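 further: antagonist mode with CXCL16 agonist at 10 nM final; 0% = 10 nM CXCL16 with DMSO and 100% = unstimulated wells without agonist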
EBI2 block = antagonists of human EBI2 receptor | inhibition, % at 5 µM | EBI2 beta-arrestin recruitment, luminescence, 7a,25-OHC stimulated | 360,000 tested, 0.81% active; in the data active means inhibition above about 38%;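 further: enzyme fragment complementation signal reports receptor beta-arrestin coupling in cells; 0% = agonist plus DMSO wells and 100% = wells without agonist; some results beyond the cut were filed as inactive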
Active calls of the source: *; . = no result given.

SMILES	APJ antagonist	Jurkat NFkB inh	CCR6 antagonist	UBC13 polyUb	697 NFkB inh	Gli-Sufu antag	CXCR6 inh	EBI2 block
O=C(O)c1ccc2c(c1)ncn2C1CCCCCC1	-5	7	-10	2	24	-8	13	-8
COc1ccc(N2CCN(C(CNC(C)=O)c3ccco3)CC2)cc1 (stereo not drawn)	16	-2	-1	1	19	19	1	-2
Cc1ccc(NC(=O)c2ccc(CSc3nnc(C)s3)cc2)c(C)c1	6	-33	-9	2	-49	32	4	25
CNc1nc2c(C)cccn2c(=O)c1C=NCc1ccccc1	19	-7	-9	10	11	-18	-5	1
COc1ccc(Cl)cc1C=CC=NNC(=O)c1ccncc1	.	.	13	.	.	0	-15	0
Cc1ccc2c(c1)N(CCC(=O)NCc1ccccn1)C(=O)CO2	-19	0	-12	4	14	53	-2	-9
CC(=O)N(c1ccc(C)cc1)C1C=CS(=O)(=O)C1 (stereo not drawn)	-15	0	9	0	1	-4	3	3
CCN(CC(=O)NCc1ccc(Cl)cc1)C(=O)CSc1cc(C)ccc1C	-54	2	14	-4	-12	-5	0	19
CCCc1cc(C(=O)Nc2c(C)n(C)n(-c3ccccc3)c2=O)no1	-26	12	11	-6	9	12	1	-1
O=C(CSc1nnc(NC(=O)c2ccccc2F)s1)NCc1ccc(F)cc1	14	-4	2	-9	-46	-45	5	-18
O=C(COC(=O)Cn1cnc2ccccc2c1=O)NCCC1=CCCCC1	-20	7	13	11	14	1	17	-10
O=C(NNC(=O)c1ccc(S(=O)(=O)N2CCCCC2)cc1)c1ccc(F)cc1	0	3	17	10	16	-6	1	-2
CCOC(=O)c1c(NC(=O)COC(=O)c2cnccn2)sc(C)c1C	16	-43	-6	8	3	-19	-2	-1
Cc1cc(C)n(-c2cc(N3CCN(S(=O)(=O)c4ccc5ccccc5c4)CC3)ccc2[N+](=O)[O-])n1	7	24	27	-8	-9	-7	6	18
O=C(CNC(=O)c1ccc(Br)o1)NNC(=O)c1n[nH]c(=O)c2ccccc12	3	10	3	6	17	-18	-6	-13
CSCC[C@@H](C(=O)NCCCCCCCCCCC(=O)N1CCNCC1)n1cc(CCO)nn1	15	1	3	4	-1	29	-7	-17
O=C(c1cccc(C(F)(F)F)c1)c1c[nH]c(C(=O)NCC2CCCO2)c1 (stereo not drawn)	-19	2	8	21	2	-6	-7	-2
COc1ccc(N2CCN(C(c3cccs3)c3nnnn3C3CCCC3)CC2)cc1 (stereo not drawn)	-11	-5	13	-2	-15	7	5	-4
CCOC(=O)CCCCCC(=O)Nc1ccc2c(c1)CC(=O)N([C@@H](C)CO)C[C@H](C)[C@@H](CN(C)Cc1ccccc1)O2	8	3	9	8	13	-4	-2	2
Cc1cc(S(=O)(=O)N2CCN(c3ccc(F)cc3)CC2)ccc1-n1cnnn1	8	9	21	2	6	-2	-10	1
CCN=C(NCC)SC1CC(=O)N(c2ccc(F)cc2)C1=O (stereo not drawn)	9	4	1	6	20	-8	-1	-6
C=CCn1c(SCC(=O)Nc2sc3c(c2C#N)CCC(C)C3)nc2cc(C(=O)O)ccc2c1=O (stereo not drawn)	-3	-5	23	-11	3	3	-8	-4
CCOc1c(C)cc2[nH]c(CCC(=O)O)nc2c1C	15	-17	-9	-1	6	2	0	-8
Cc1cc(NCCN2CCOCC2)n2nc(C)c(-c3ccc(Cl)cc3)c2n1	-7	-14	3	9	-19	-2	3	10
CC(=O)N1c2ccc(S(=O)(=O)N3CCCC3)cc2CC1C(=O)Nc1cc(C)cc(C)c1 (stereo not drawn)	13	8	16	-5	4	2	18	7

Next part, overlapping the part above by 7 compounds.
SMILES	APJ antagonist	Jurkat NFkB inh	CCR6 antagonist	UBC13 polyUb	697 NFkB inh	Gli-Sufu antag	CXCR6 inh	EBI2 block
CCOC(=O)CCCCCC(=O)Nc1ccc2c(c1)CC(=O)N([C@@H](C)CO)C[C@H](C)[C@@H](CN(C)Cc1ccccc1)O2	8	3	9	8	13	-4	-2	2
Cc1cc(S(=O)(=O)N2CCN(c3ccc(F)cc3)CC2)ccc1-n1cnnn1	8	9	21	2	6	-2	-10	1
CCN=C(NCC)SC1CC(=O)N(c2ccc(F)cc2)C1=O (stereo not drawn)	9	4	1	6	20	-8	-1	-6
C=CCn1c(SCC(=O)Nc2sc3c(c2C#N)CCC(C)C3)nc2cc(C(=O)O)ccc2c1=O (stereo not drawn)	-3	-5	23	-11	3	3	-8	-4
CCOc1c(C)cc2[nH]c(CCC(=O)O)nc2c1C	15	-17	-9	-1	6	2	0	-8
Cc1cc(NCCN2CCOCC2)n2nc(C)c(-c3ccc(Cl)cc3)c2n1	-7	-14	3	9	-19	-2	3	10
CC(=O)N1c2ccc(S(=O)(=O)N3CCCC3)cc2CC1C(=O)Nc1cc(C)cc(C)c1 (stereo not drawn)	13	8	16	-5	4	2	18	7
O=C(O)CNC(=O)c1ccc(NC(=O)/C(=C/c2cccc([N+](=O)[O-])c2)NC(=O)c2ccco2)cc1	5	10	-2	-19	8	-11	-11	-2
Cc1ccc(-n2c(C)cc(C(=O)CN3C(=O)C(=O)N(C4CCCC4)C3=O)c2C)cc1	25	-1	10	-6	8	1	0	-3
Cc1ccc(/C=C/C(=O)O)cc1S(=O)(=O)N1CCc2ccccc21	14	-3	9	-4	0	8	-6	3
CCc1cc(C(=O)COc2ccc(F)cc2)c(O)cc1O	-7	-10	2	-10	-17	3	-7	3
C=CCNc1nc(C)c(C(C)=O)cc1C#N	-8	-2	-7	-3	9	12	1	-15
COc1cc(/C=N/NS(=O)(=O)c2ccc(C)c([N+](=O)[O-])c2)cc([N+](=O)[O-])c1O	50*	0	47	-52	9	3	27	1
O=C(CCn1c(=O)c2ccccc2n(Cc2cccc([N+](=O)[O-])c2)c1=O)N1CCc2ccccc2C1	16	-4	37	5	11	0	20	5
COc1cccc(-n2c(=O)c3sccc3n(CC(=O)NC3CCCC3)c2=O)c1	-19	5	-5	0	23	-14	4	16
CCc1ccc2[nH]c(=O)c(CN(CCCO)C(=O)NCc3ccccc3)cc2c1	-8	6	27	9	4	4	8	-7
CC(=O)Nc1ccc(N2Cc3ccccc3C2)cc1	-37	-9	-4	-11	5	-6	-7	-5
CC12CCC(=O)N1C(C(=O)Nc1ccc(Cl)c(Cl)c1)CS2 (stereo not drawn)	23	3	14	-1	-7	5	4	2
COc1ccccc1OCc1ccc(C(=O)NCc2cccnc2)o1	16	2	4	0	-31	-1	6	0
O=C(NC1CCCCC1)c1ccc(-c2ccc(Cl)cc2)o1	-61	-141	19	-7	-171	-88	-3	9
CCC(C)Nc1nc(OCC(F)(F)F)nc(OCC(F)(F)F)n1 (stereo not drawn)	9	-17	-2	-1	-28	3	-4	-6
O=S(=O)(c1ccc(N2CCC(c3ccc(Cl)cc3)=N2)cc1)N(CCO)CCO	5	-10	-10	24	-2	2	-15	-2
O=C(COc1ccc2ccc(=O)oc2c1)NC1CCS(=O)(=O)C1 (stereo not drawn)	7	12	-5	2	10	-10	-3	0
COc1ccc(C(=O)N2CCCC(Nc3ccc(C(C)C)cc3)C2)c(OC)n1 (stereo not drawn)	19	9	5	4	9	13	4	0
O=C(NC1CCCCC1)C(c1cccnc1)N(C(=O)c1ccc(Cl)nc1)C1CCCCC1 (stereo not drawn)	4	0	7	1	11	3	0	-1
Cn1c(-c2ccc(F)cc2)cnc1SCC(=O)N1CCCc2ccccc21	9	-4	21	-3	2	0	2	-3
O=S(=O)(Cc1ccccc1)N1CCN(Cc2ccccc2)CC1	-6	0	-4	8	13	4	7	2
Fc1ccc(Br)cc1/C=N/N1CCN(c2ccccc2)CC1	14	-1	15	-6	-20	-5	-1	7
Cc1nnc(SCC(=O)NC2CCCCC2)n1C1CCCCC1	4	5	1	-4	21	5	-3	-2
Cc1c(Br)c([N+](=O)[O-])nn1CC(=O)Nc1cccc2nonc12	14	10	14	4	1	4	0	3
COc1ccc(NC(=O)c2ccc3nc[nH]c3c2)c(OC)c1	-34	3	8	3	14	-5	-6	-5
COC(=O)COc1ccsc1C(=O)OC	-5	-3	5	2	-4	2	1	-6

Part of the list above, with two lines to a compound:
Fields – APJ antagonist	Jurkat NFkB inh	CCR6 antagonist	UBC13 polyUb	697 NFkB inh	Gli-Sufu antag	CXCR6 inh	EBI2 block
- O=C(COc1ccc2ccc(=O)oc2c1)NC1CCS(=O)(=O)C1 (stereo not drawn)
  7	12	-5	2	10	-10	-3	0
- COc1ccc(C(=O)N2CCCC(Nc3ccc(C(C)C)cc3)C2)c(OC)n1 (stereo not drawn)
  19	9	5	4	9	13	4	0
- O=C(NC1CCCCC1)C(c1cccnc1)N(C(=O)c1ccc(Cl)nc1)C1CCCCC1 (stereo not drawn)
  4	0	7	1	11	3	0	-1
- Cn1c(-c2ccc(F)cc2)cnc1SCC(=O)N1CCCc2ccccc21
  9	-4	21	-3	2	0	2	-3
- O=S(=O)(Cc1ccccc1)N1CCN(Cc2ccccc2)CC1
  -6	0	-4	8	13	4	7	2
- Fc1ccc(Br)cc1/C=N/N1CCN(c2ccccc2)CC1
  14	-1	15	-6	-20	-5	-1	7

(further entries)
SMILES	APJ antagonist	Jurkat NFkB inh	CCR6 antagonist	UBC13 polyUb	697 NFkB inh	Gli-Sufu antag	CXCR6 inh	EBI2 block
CCN(CC)C(=O)CN1CCN(Cc2ccc3c(c2)OCO3)CC1	12	-5	7	-8	0	7	-2	2
COc1ccccc1NC(=O)CCC(=O)O	6	-1	-9	4	8	-3	-10	-5
O=C(/C=C/c1ccc(S(=O)(=O)N2CCOCC2)cc1)NC(=S)NCCCn1ccnc1	-1	28	10	-4	5	3	5	-4
CCN1CCN(CCC(=O)Nc2ccccc2OC)CC1	19	-9	-2	5	7	8	2	-5
Cc1cc(Br)ccc1NC(=O)c1ccccc1-c1ccccc1	7	-8	27	5	6	2	4	-2
Cc1cc(C)n2nc(C(=O)NCc3ccccc3)nc2n1	-2	8	12	-4	8	2	-4	-5
CCOC(=O)N1CCN(c2c(NCc3ccccn3)c(=O)c2=O)CC1	5	4	17	8	-4	-12	-4	-6
CC(=O)c1cccc(NC(=S)N2c3ccccc3CC2C)c1 (stereo not drawn)	14	-4	-7	4	8	-4	4	-2
CC(=O)c1ccc(OCc2cc(C(=O)N(C)Cc3ncc(C)[nH]3)no2)cc1	11	-9	9	3	18	-5	-4	-13
COc1ccc(C(=O)Nc2cc(C)nn2-c2cccc(F)c2)cc1OC	-10	3	-2	3	21	1	5	5
CCOc1ccc(C(=O)Nc2cnn(Cc3ccc(Cl)c(Cl)c3)c2)cc1	-32	6	-5	-10	-10	4	6	27
CCc1noc(C)c1C(=O)OCC(=O)NC(=O)c1ccccc1	8	-8	1	7	9	0	3	5
CCCN1CCCC[C@H]1C(=O)Nc1c(C)cccc1C	-5	-4	13	-7	5	5	-4	-2
CCCCn1c(=NC(=O)c2ccco2)c(C(=O)OCC)cc2c(=O)n3cccc(C)c3nc21	3	-1	11	-5	-9	14	6	4
CCOC(=O)c1c2c3c(cccc3[nH]c1=O)C(=O)c1ccccc1-2	-32	10	1	-20	-1	5	-9	0
COc1ccc(NC(=O)COC(=O)Cc2ccccc2[N+](=O)[O-])cc1OC	-5	1	7	-5	6	3	-7	1

Results in 697 NFkB inh, for some of the entries so far:
SMILES,697 NFkB inh
Cc1ccc(NC(=O)c2ccc(CSc3nnc(C)s3)cc2)c(C)c1,-49
COc1ccc(C(=O)Nc2cc(C)nn2-c2cccc(F)c2)cc1OC,21
